Assay outcomes: PubChem BioAssay, National Center for Advancing Translational Sciences (NCATS)
GAA inhib = blocks human lysosomal alpha-glucosidase | Potency, µM (highest dose often 76.9 µM), for inactives: top-dose activity change, negative = inhibition, actives largely listed as inhibitors | 200,000 compounds, 0.005% hits | P10253 | AID 1466 | purified human GAA, 4-MU-alpha-glucoside fluorescence;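 also: potency is read from the fitted curve at half-maximal effect; plate controls were uninhibited enzyme wells for no effect and no-enzyme background for full effect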
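AC50 values come from Hill fits of compound titrations (up to 77 uM) against 4 nM human enzyme. Substrate 4-methylumbelliferyl-alpha-D-pyranoside at 400 uM, pH 5.0 citrate buffer, 20 min room temperature; fluorescence Ex 365/Em 440 after alkaline stop.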
LMNA splice mod = modulators of lamin A splicing. HeLa LMNA splicing GFP/RFP minigene ratio, 48 h. Potency, µM (titrated, usually from 46.1 µM), for inactives: at the highest dose ratio change, negative = inhibition, actives largely listed as inhibitors. 200,000 compounds, 0.01% hits; active = well fitted inhibition curve with a large enough effect in the signal ratio, with a control signal flat, not every such curve was filed as active; inconclusive = small, poorly fitted or top-dose-only effect, or effect the other way, or a change in a side signal; the % refers to the signal ratio; also: potency is read from the fitted curve at half-maximal effect; % is scaled to controls: 0 for no effect and ±100 for the full control effect
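Read-out is the ratio of GFP to DsRed2 object intensity, acquired by 488 nm laser-scanning cytometry on HeLa lamin A-EGFP minigene reporter cells. Compound incubation 48 hrs at 37 °C in Opti-MEM with 2% FBS; DMSO 0.5% final.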
GAA glycogen = GAA glycogen-cleavage inhibition or activation | recombinant GAA, glycogen substrate, Amplex Red glucose oxidase fluorescence | P10253 | Potency, µM (highest dose often 76.4 µM), for inactives: at the top dose activity change, negative = inhibition, hits mostly inhibitors | 300,000 compounds, 0.38% hits | AID 2100;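 also: potency is read from the fitted curve at half-maximal effect; 0% = full enzyme reaction and -100% = no-enzyme basal signal; the screen sought inhibitors and activators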
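Recombinant human alpha-glucosidase (4 nM final) hydrolysed bovine liver glycogen (30 ug) for 40 min at 37 C in pH 5.0 citrate/phosphate with 0.01% Tween-20. Released glucose detected by glucose oxidase/Amplex Red, Ex 573/Em 610 nm. Compounds up to 77 uM; AC50 from Hill fits.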
HTT ATP protect = protects HTT-Q103 PC12 cells, measured by ATP; PC12 HTT-Q103 induced, cytoprotection, ATP luminescence, 40 h; Potency, µM (highest dose often 56.4 µM), without a hit: cytoprotection (ATP increase), usual class: activators; 230,000 compounds, 0.14% hits; AID 1471;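 also: potency is read from the fitted curve at half-maximal effect; % of control where 0% means no effect; nearly all actives have a fitted effect of over 45% in size; toxic huntingtin expression switched on by the ecdysone agonist tebufenozide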
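Compounds were screened for protection of PC12 cells against cell death after tebufenozide induction (100 nM final) of mutant Huntingtin exon 1 (Q103) fused to GFP.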
HttQ103 aggreg = inhibitors of mutant huntingtin aggregate formation in PC12 cells. 220,000 compounds, 1.1% hits. PC12 HttQ103-GFP aggregates, Acumen cytometry, 40 h. Potency, µM (doses to about 46.1 µM), inactives show top-dose activity change, negative = inhibition, actives largely listed as inhibitors; also: potency is read from the fitted curve at half-maximal effect; % is scaled to controls: 0 for no effect and ±100 for the full control effect; nearly all actives have a fitted effect of over 60% in size
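PC12 cells with ecdysone-inducible HTT exon1 Q103-GFP, induced by 100 nM tebufenozide, given compounds in a concentration series. GFP aggregates (1–25 um, 6 SD above background) counted in lysates by laser-scanning cytometry, 488 nm excitation.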
GAA spleen mod = inhibits or activates alpha-glucosidase in human spleen homogenate | human spleen homogenate, 4-MU-alpha-glucoside fluorescence | AID 2112 | P10253 | 240,000 compounds, 0.006% hits | Potency, µM (doses to about 79.9 µM), without a hit: top-dose activity change, negative = inhibition, most hits filed as inhibitors;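 also: potency is read from the fitted curve at half-maximal effect; 0% = enzyme with vehicle and -100% = no enzyme basal signal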
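Enzyme source: human spleen homogenate, 1 ug/well. Buffer 50 mM citric acid/K phosphate pH 5.0, 0.01% Tween-20. 4-MU-alpha-glucoside 1 mM; 37 C x 40 min; NaOH/glycine stop; fluorescence.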
CBFb-RUNX1 inh = blocks binding between human CBF-beta and RUNX1; Q01196+Q13951; AlphaScreen CBFb-His/RUNX1-biotin binding, biochemical; Potency, µM (series often up to 59.8 µM), for inactives: top-dose activity, negative = inhibition, hits mostly inhibitors; 230,000 tested, under 10 active; AID 1477; also: % of control where 0% means no effect
Target sequence (Q01196 whole entry, looked up): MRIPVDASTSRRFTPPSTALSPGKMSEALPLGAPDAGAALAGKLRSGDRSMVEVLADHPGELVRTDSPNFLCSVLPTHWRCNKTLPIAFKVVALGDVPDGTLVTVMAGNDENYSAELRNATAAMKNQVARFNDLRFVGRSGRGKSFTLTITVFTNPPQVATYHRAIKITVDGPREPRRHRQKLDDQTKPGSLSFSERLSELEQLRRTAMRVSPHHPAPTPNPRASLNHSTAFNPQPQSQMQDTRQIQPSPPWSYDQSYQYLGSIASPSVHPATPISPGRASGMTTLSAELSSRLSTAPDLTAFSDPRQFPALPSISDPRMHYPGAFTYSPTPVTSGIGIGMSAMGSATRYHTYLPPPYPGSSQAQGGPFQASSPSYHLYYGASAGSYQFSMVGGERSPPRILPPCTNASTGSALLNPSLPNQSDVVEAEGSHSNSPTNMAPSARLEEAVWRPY
Target sequence (Q13951 whole entry, looked up): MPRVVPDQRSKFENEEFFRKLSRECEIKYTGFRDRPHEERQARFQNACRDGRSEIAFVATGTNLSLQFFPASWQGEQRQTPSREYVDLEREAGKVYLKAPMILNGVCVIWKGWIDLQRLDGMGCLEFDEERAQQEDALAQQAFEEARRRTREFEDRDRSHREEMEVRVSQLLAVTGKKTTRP
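AlphaScreen proximity signal reports loss of binding between His-tagged CBF-beta and biotin-labelled RUNX1, each at 30 nM. Proteins are pre-associated for 20 minutes, compounds added for 15 minutes, then beads for 90 minutes, all at ambient temperature.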
* hit, by the source's call; [ ] = remark or other dose. Unless noted, calls follow the shape of the dose curve; as a rule, active = well fitted curve in the direction sought with a large enough effect; inconclusive = small, poorly fitted or top-dose-only effect, or another doubt; inactive = no such curve, though single readings can be large; an effect the other way counts as inactive or inconclusive.

For CNc1cc(N2CCCCCC2)ccc1[N+](=O)[O-] the results were GAA inhib -11%, LMNA splice mod 0%, GAA glycogen 1%, HTT ATP protect -3%, HttQ103 aggreg 8%, GAA spleen mod -13% and CBFb-RUNX1 inh -20%.
Screening COc1ccc2nc(NC(=O)c3cc(S(=O)(=O)N4CCOCC4)ccc3C)sc2c1 returned GAA inhib 1%, LMNA splice mod inconclusive, GAA glycogen -4%, HTT ATP protect -5%, HttQ103 aggreg -24%, GAA spleen mod 2% and CBFb-RUNX1 inh 11%.
Screening O=C(CCSCc1ccccc1Cl)NCc1ccco1 returned GAA inhib -2%, GAA glycogen 4%, HTT ATP protect 0%, HttQ103 aggreg 2%, GAA spleen mod -3% and CBFb-RUNX1 inh -2%.
For COc1ccc(CC(=O)Nc2ccc3c(c2)CCC3)cc1OC the results were GAA inhib -6%, LMNA splice mod inconclusive, GAA glycogen 2%, HTT ATP protect 2%, HttQ103 aggreg 13µM*, GAA spleen mod -8% and CBFb-RUNX1 inh -4%.
O=C(NCc1ccco1)c1sc2cccc(F)c2c1Cl was read as GAA inhib -8%, LMNA splice mod 12%, GAA glycogen 5%, HTT ATP protect -21%, HttQ103 aggreg -7%, GAA spleen mod -10% and CBFb-RUNX1 inh 2%.
O=C1NC(c2ccccc2)C(C(=O)c2cccs2)=C1O (stereo not drawn) was read as GAA inhib -26%, LMNA splice mod -1%, GAA glycogen -2%, HTT ATP protect 6%, HttQ103 aggreg inconclusive, GAA spleen mod -1% and CBFb-RUNX1 inh 6%.
For CCN(CC(=O)NC1CCS(=O)(=O)C1)C(=O)/C=C/c1cccs1 (stereo not drawn) the results were GAA inhib 2%, LMNA splice mod inconclusive, GAA glycogen -4%, HTT ATP protect -6%[10 µM], HttQ103 aggreg 8%, GAA spleen mod -7% and CBFb-RUNX1 inh 10%.
Screening CC1=NN(C(=O)c2ccc(C)cc2)C(O)(C(F)(F)OC(F)(F)F)C1 (stereo not drawn) returned GAA inhib inconclusive, LMNA splice mod -5%, GAA glycogen 3%, HTT ATP protect -58%[inhibitor], HttQ103 aggreg -6%, GAA spleen mod -3% and CBFb-RUNX1 inh -5%.
For CCC(C)n1c(-c2cc(OC)c(OC)c(OC)c2)nc2nc3ccccc3nc21 (stereo not drawn) the results were GAA inhib inconclusive, LMNA splice mod inconclusive, GAA glycogen -2%, HTT ATP protect 1%[10 µM], HttQ103 aggreg 1%, GAA spleen mod -10% and CBFb-RUNX1 inh 28%.
For CN1CCN(c2ccc(S(=O)(=O)N3CCCCC3)cc2NC(=O)c2ccc3ccccc3c2)CC1 the results were GAA inhib inconclusive, LMNA splice mod -15%, GAA glycogen 9%, HTT ATP protect 23%[10 µM], HttQ103 aggreg 21%, GAA spleen mod 4% and CBFb-RUNX1 inh -4%.
For COc1ccc(-c2cc(C(F)(F)F)n3ncc(C(=O)NCc4ccco4)c3n2)cc1 the results were GAA inhib 2%, LMNA splice mod inconclusive, GAA glycogen 9%, HTT ATP protect -31%, HttQ103 aggreg inconclusive, GAA spleen mod 7% and CBFb-RUNX1 inh 0%.
Screening O=C(OCn1nnc2ccccc2c1=O)C1CCCCC1 returned GAA inhib 3%, LMNA splice mod 8%, GAA glycogen -16%, HTT ATP protect -16%[10 µM], HttQ103 aggreg -8%, GAA spleen mod 10% and CBFb-RUNX1 inh -5%.
`O=CC1=C(N2CCOCC2)/C(=C\c2ccccc2)CC1` gave GAA inhib -1%, GAA glycogen -14%, HTT ATP protect -8%, HttQ103 aggreg 10%, GAA spleen mod -9% and CBFb-RUNX1 inh -7%.
For O=C(COc1ccccc1)N1CCN(c2ccccc2)CC1 the results were GAA inhib -4%, LMNA splice mod inconclusive, GAA glycogen -6%, HTT ATP protect 6%[10 µM], HttQ103 aggreg -11%, GAA spleen mod 0% and CBFb-RUNX1 inh 2%.
For COC(=O)c1c(N)c(C#N)c2n1CCCCC2 the results were GAA inhib -3%, LMNA splice mod 6%, GAA glycogen -5%, HTT ATP protect -10%, HttQ103 aggreg -4%, GAA spleen mod -1% and CBFb-RUNX1 inh -5%.
Screening O=C(NCCc1ccccc1)C1CCN(S(=O)(=O)c2cccc3nonc23)CC1 returned GAA inhib -1%, LMNA splice mod -3%, GAA glycogen 3%, HTT ATP protect 10%[10 µM], HttQ103 aggreg 19%, GAA spleen mod 0% and CBFb-RUNX1 inh 1%.
For N#C/C=C1/NC(=O)c2ccccc2S1 the results were GAA inhib 0%, LMNA splice mod 10%, GAA glycogen 0%, HTT ATP protect 3%[10 µM], HttQ103 aggreg -10%, GAA spleen mod 3% and CBFb-RUNX1 inh 3%.
`COc1ccc(C(NC(=O)C(C)C)c2c(O)ccc3ccccc23)cc1` (stereo not drawn) gave GAA inhib inconclusive, LMNA splice mod 0%[46 µM], GAA glycogen -15%, HTT ATP protect 0%[10 µM], HttQ103 aggreg 15%[9.22 µM], GAA spleen mod 12% and CBFb-RUNX1 inh -5%.
`CC(=O)Nc1ccc(S(=O)(=O)NCCC(=O)OCCN2C(=O)c3ccccc3C2=O)cc1` gave GAA inhib inconclusive, LMNA splice mod -1%, GAA glycogen 2%, HTT ATP protect -10%[10 µM], HttQ103 aggreg 15%, GAA spleen mod -13% and CBFb-RUNX1 inh -2%.
`Cn1nnnc1-c1cc(Cl)cc(Cl)c1` gave GAA inhib -10%, GAA glycogen 2%, HTT ATP protect 3%, HttQ103 aggreg 7%, GAA spleen mod -1% and CBFb-RUNX1 inh -5%.
For Cc1ccc(NC(=S)N2CCn3cccc3C2c2cccnc2)cc1 (stereo not drawn) the results were GAA inhib 0%, LMNA splice mod -7%, GAA glycogen 3%, HTT ATP protect 29%[10 µM], HttQ103 aggreg inconclusive, GAA spleen mod 4% and CBFb-RUNX1 inh -4%.
For CC1(c2ccc3noc(-c4ccc(F)cc4)c3c2)OCCO1 the results were GAA inhib 1%, LMNA splice mod inconclusive, GAA glycogen 2%, HTT ATP protect -5%[10 µM], HttQ103 aggreg 3%, GAA spleen mod -4% and CBFb-RUNX1 inh 7%.
For Cc1ccc(-c2nc(Nc3ccccc3)n[nH]2)cc1 the results were GAA inhib -7%, LMNA splice mod -14%, GAA glycogen -10%, HTT ATP protect -18%, HttQ103 aggreg -3%, GAA spleen mod -19% and CBFb-RUNX1 inh 5%.
`C=C(C)COc1ccc(-c2[nH]ncc2Oc2ccccc2OCC)c(O)c1` gave GAA inhib -6%, LMNA splice mod inconclusive, GAA glycogen -3%, HTT ATP protect -3%, HttQ103 aggreg inconclusive, GAA spleen mod -19% and CBFb-RUNX1 inh 10%.
For CCC1Oc2ccc(C)cc2N(CC(=O)NCc2ccco2)C1=O (stereo not drawn) the results were GAA inhib -4%, LMNA splice mod 9%[46 µM], GAA glycogen -12%, HTT ATP protect -4%[10 µM], HttQ103 aggreg -15%[9.22 µM], GAA spleen mod 1% and CBFb-RUNX1 inh -7%.
Screening O=c1c(C=NCc2ccccc2)c(NCc2ccccc2)nc2ccccn12 returned GAA inhib -3%, LMNA splice mod inconclusive, GAA glycogen -12%, HTT ATP protect 22%[10 µM], HttQ103 aggreg 15%[9.22 µM], GAA spleen mod 2% and CBFb-RUNX1 inh 11%.
CC1CCN(C(=S)c2ccccc2O)CC1 was read as GAA inhib 3%, LMNA splice mod 10%, GAA glycogen -6%, HTT ATP protect -3%, HttQ103 aggreg 0%, GAA spleen mod 7% and CBFb-RUNX1 inh -1%.
For NC(=O)COC(=O)c1ccc(S(=O)(=O)N2CCCCCC2)cc1 the results were GAA inhib -12%, LMNA splice mod 12%, GAA glycogen 12%, HTT ATP protect 25%[1.9 µM], HttQ103 aggreg 14%, GAA spleen mod -10% and CBFb-RUNX1 inh -2%.
Screening Cc1nc2nc(-c3ccc(Cl)cc3)[nH]n2c(=O)c1Cc1ccccc1 returned GAA inhib 7%, LMNA splice mod -11%, GAA glycogen 10%, HTT ATP protect -18%[10 µM], HttQ103 aggreg -6%, GAA spleen mod -5% and CBFb-RUNX1 inh 11%.
COc1cccc(-c2nc(CS(=O)(=O)CC(=O)NCc3ccccc3OC)c(C)o2)c1 was read as GAA inhib 1%, LMNA splice mod -7%, GAA glycogen 1%, HTT ATP protect 2%, HttQ103 aggreg 3%, GAA spleen mod 0% and CBFb-RUNX1 inh -13%.
Screening COc1ccc(Cn2nnnc2C(c2ccccc2Cl)N2CCN(C3CCCC3)CC2)cc1 (stereo not drawn) returned GAA inhib 3%, LMNA splice mod -1%, GAA glycogen 16%, HTT ATP protect -4%, HttQ103 aggreg -1%, GAA spleen mod -9% and CBFb-RUNX1 inh 3%.
For O=C1OCCN1C(=O)[C@H]1[C@H](c2ccccc2)C(c2ccc(F)cc2)=NN1c1ccccc1 the results were HTT ATP protect -96%[inhibitor], GAA spleen mod 8% and CBFb-RUNX1 inh inconclusive.
Cc1ccc(-n2c(C)cc(C(=O)CN3CCOCC3)c2C)cc1C was read as GAA inhib 2%, LMNA splice mod -20%[9.22 µM], GAA glycogen 5%, HTT ATP protect -15%, HttQ103 aggreg -6%, GAA spleen mod -4% and CBFb-RUNX1 inh -8%.
For CCNc1ncc2nc(-c3ccccc3)c(=O)n(CCC#N)c2n1 the results were LMNA splice mod -13%, HTT ATP protect -16% and GAA spleen mod 14%.
For Cc1ccc(NCc2nnc(SCC(=O)Nc3ncc(C)s3)n2CC2CCCO2)c(C)c1 (stereo not drawn) the results were GAA inhib -5%, LMNA splice mod inconclusive, GAA glycogen -6%, HTT ATP protect -20%[10 µM], HttQ103 aggreg -9%, GAA spleen mod 0% and CBFb-RUNX1 inh -4%.
Screening CC(=O)c1ccc(S(=O)(=O)Nc2cccc(-c3cn4c(n3)SCC4)c2)cc1 returned GAA inhib inconclusive, LMNA splice mod -3%[46 µM], GAA glycogen -10%, HTT ATP protect -4%, HttQ103 aggreg -27%, GAA spleen mod 2% and CBFb-RUNX1 inh 5%.

As a working copy, 2 of the compounds above:
Screening COc1ccc(Cn2nnnc2C(c2ccccc2Cl)N2CCN(C3CCCC3)CC2)cc1 (stereo not drawn) returned GAA inhib 3%, LMNA splice mod -1%, GAA glycogen 16%, HTT ATP protect -4%, HttQ103 aggreg -1%, GAA spleen mod -9% and CBFb-RUNX1 inh 3%.
For O=C1OCCN1C(=O)[C@H]1[C@H](c2ccccc2)C(c2ccc(F)cc2)=NN1c1ccccc1 the results were HTT ATP protect -96%[inhibitor], GAA spleen mod 8% and CBFb-RUNX1 inh inconclusive.
